Rtt109 Vps75 = inhibitors of C. albicans Rtt109/Vps75 HAT, primary screen, biochemical, ThioGlo CoA-SH fluorescence, plate reader; inhibition, % at 34.9 µM; hit rate 0.16% among 330,000; Histone acetyltransferase RTT109 (Candida albicans (strain SC5314 / ATCC MYA-2876)), …; purified Rtt109/Vps75, 4 h; AID 540336, 2011;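 active means inhibition of at least 50% in every replicate; inconclusive means best replicate reaches 50% inhibition but some replicates fall short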
Target sequence (Q5AAJ8 whole entry, looked up): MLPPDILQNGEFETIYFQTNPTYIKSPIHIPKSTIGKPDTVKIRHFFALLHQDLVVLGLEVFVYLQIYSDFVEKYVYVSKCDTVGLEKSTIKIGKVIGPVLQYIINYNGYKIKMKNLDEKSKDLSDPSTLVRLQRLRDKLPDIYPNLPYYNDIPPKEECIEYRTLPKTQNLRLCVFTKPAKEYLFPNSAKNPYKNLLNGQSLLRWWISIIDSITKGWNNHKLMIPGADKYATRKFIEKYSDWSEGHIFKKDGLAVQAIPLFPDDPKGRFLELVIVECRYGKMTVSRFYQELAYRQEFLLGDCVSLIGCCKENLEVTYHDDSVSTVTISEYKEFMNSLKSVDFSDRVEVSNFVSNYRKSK
CAL PDZ FP-1 = CAL PDZ peptide-binding inhibitors, primary screen, biochemical, fluorescence polarization, Cer-tagged CAL PDZ, HTS; purified CAL PDZ, TMR-peptide fluorescence polarization, 1 h; inhibition, % at 20 µM; Golgi-associated PDZ and coiled-coil motif-containing protein (Homo sapiens), Q9HD26; AID 504414, 2011; hit rate 0.02% among 330,000;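 active means highest replicate inhibition of at least 40%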;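 further: plate controls were DMSO neutral control wells for no effect and unlabeled competitor peptide control wells for full effect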
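Assay system – tagged CAL PDZ protein CerCALP, purified · Timing – 1 h at RT · Compound – single point, 20 µM · Measured by – fluorescence polarization from S- and P-plane intensities, G-factor corrected · Evaluation – inhibition from polarization loss · Probe or stimulus – TMR reporter peptide T*-PRC34 · Buffer or medium – pH 7.4 phosphate-saline buffer, reducing agent, detergent, IgG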
V-ATPase pH = regulators of yeast V-ATPase proton pumping, primary screen, pHLuorin cytosolic pH fluorescence; S. cerevisiae; response, % at 10 µM; hit rate 0.37% among 350,000; AID 504577, 2011; in the data active means response mostly above about 7.3%, no sharp cut-off; inactive means mostly below about 5.4%; further: actives read high; inactives centre near 0; some compounds called inactive have numbers as strong as hits; reference of the scale not given here
dFosB activator = activators of delta FosB homodimer, primary screen, biochemical, fluorescence polarization, TAMRA-CDK5 oligo, single point; activation, % at 25 µM; AID 493131, 2011; purified delta FosB; percent of positive-control signal above neutral wells; hit rate 0.99% among 340,000;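 active means mean activation above about 17%, with every replicate also reaching it, limit read from the data, passing the limit was not always enough; inconclusive means only one of the two conditions met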;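 further: fluorescence polarization rise as delta FosB binds a TAMRA Cdk5 AP-1 oligo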
cardiac RTF act = cardiac RTF calcium sensitivity activators, primary screen, biochemical, IANBD-TnC fluorescence, EC20 calcium. Troponin I, cardiac muscle (Homo sapiens) + Troponin T, cardiac muscle (Homo sapiens) + …. IANBD-labeled TnC RTF fluorescence at EC20 calcium; 0% EC20 calcium, 100% full calcium. hit rate 0.24% among 340,000. activation, % at 7.2 µM. AID 493008, 2010;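 active means activation above the mean over all tested compounds plus 3 SD, cut at about 30% in these data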;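 further: rise in fluorescence read as greater calcium sensitivity of cardiac thin filaments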
Wnt bcat act = Wnt/beta-catenin pathway activators, primary screen, cell-based, plate reader, single point; hit rate 1.2% among 300,000; AID 743398, 2014; Wnt/beta-catenin reporter cell assay, activator; activation, % at 9.35 µM; in the data active means activation above about 30%, passing the limit was not always enough; inconclusive means no clear call, values can overlap the other calls;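 further: 0% = neutral control wells and 100% = positive control wells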
MITF TRPM1 HTS = activators of MITF-driven TRPM1 promoter reporter, primary screen, cell-based, SK-MEL-5, luciferase, single point. activation, % at 12.5 µM. SK-MEL-5 TRPM1-promoter luciferase, 24 h; % of positive control, neutral wells = 0. hit rate 0.75% among 300,000;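 active means mean activation of at least 80% with every replicate also reaching 80%; inconclusive means mean reaches 80% but some replicate falls short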;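 further: 0% = neutral control wells and 100% = parthenolide positive control wells; values of inactives mirror those of a sister screen read the other way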
CDK5 p35 inh = inhibitors of human CDK5/p35 kinase, primary screen, biochemical, single concentration | Cyclin-dependent kinase 5 (Homo sapiens) + Cyclin-dependent kinase 5 activator 1 (Homo … | inhibition, % at 10 µM | hit rate 0.01% among 330,000 | AID 488839, 2010 | Recombinant CDK5/p35, ADP-Glo luminescence, 60 min;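 active means highest replicate inhibition of at least 50% and at least 75% of replicates reaching 50%; inconclusive means only one of the two criteria met; inactive means both criteria failed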;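 further: plate controls were DMSO neutral control for no effect and GW8510 at 10 µM for full effect; many of its hits are not listed in these tables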
Target sequence (Q00535 whole entry, looked up): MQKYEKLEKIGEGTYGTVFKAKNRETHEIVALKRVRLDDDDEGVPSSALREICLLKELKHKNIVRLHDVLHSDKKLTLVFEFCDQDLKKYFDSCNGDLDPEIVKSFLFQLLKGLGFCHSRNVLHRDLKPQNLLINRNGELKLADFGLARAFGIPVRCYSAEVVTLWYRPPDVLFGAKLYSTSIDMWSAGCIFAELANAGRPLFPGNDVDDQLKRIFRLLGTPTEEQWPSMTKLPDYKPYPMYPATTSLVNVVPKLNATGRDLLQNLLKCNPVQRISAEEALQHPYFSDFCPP
Target sequence (Q15078 whole entry, looked up): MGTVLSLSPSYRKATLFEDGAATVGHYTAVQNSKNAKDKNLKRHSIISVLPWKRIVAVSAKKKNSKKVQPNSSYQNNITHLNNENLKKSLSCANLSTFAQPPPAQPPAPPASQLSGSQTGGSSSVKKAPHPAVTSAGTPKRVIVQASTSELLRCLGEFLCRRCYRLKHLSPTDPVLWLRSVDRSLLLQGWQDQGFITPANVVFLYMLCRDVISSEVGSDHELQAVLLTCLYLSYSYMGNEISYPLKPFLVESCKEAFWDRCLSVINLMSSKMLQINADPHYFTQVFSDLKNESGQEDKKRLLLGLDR
Tat transport = E. coli Tat export inhibitors, primary screen, MC4100, TorA-mCherry reporter, fluorescence, single point. inhibition, % at 10 µM. hit rate 0.036% among 340,000. AID 488895, 2010;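 active means mean replicate inhibition at least 50% and at least half of replicates individually reaching 50%; inconclusive means only one of the two criteria met; inactive means neither criterion met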;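 further: exported cargo escapes ClpAP degradation while cytoplasmic cargo is degraded and loses fluorescence; 0% = median of neutral control wells and 100% = median of NaSCN control wells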
CAL PDZ FP-2 = untagged CAL PDZ binding inhibitors, primary screen, biochemical, fluorescence polarization, HTS. Golgi-associated PDZ and coiled-coil motif-containing protein (Homo sapiens), Q9HD26. AID 602252, 2012. purified CAL PDZ, TMR-peptide fluorescence polarization, 1 h. inhibition, % at 24.9 µM. hit rate 0.92% among 300,000;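 active means mean inhibition of at least 30% with at least half of replicates also reaching 30%; inconclusive means no clear call, values can overlap the other calls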;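 further: 0% = DMSO neutral control and 100% = excess unlabeled competitor peptide PRC23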
Active calls of the source: *; u = inconclusive; x = not tested or not shown.

SMILES	Rtt109 Vps75	CAL PDZ FP-1	V-ATPase pH	dFosB activator	cardiac RTF act	Wnt bcat act	MITF TRPM1 HTS	CDK5 p35 inh	Tat transport	CAL PDZ FP-2
CCc1nc(CN2CCCC(C(=O)c3ccc4c5c(cccc35)CC4)C2)c(C)[nH]1 (stereo not given)	-6	-3.7	-4	13	-4	-15	-6	0.7	3	-5
CCOc1ccc(-n2ccnc2SCC(=O)NCc2ccc3c(c2)OCO3)cc1	12	-1.2	-1	-10	-1	-2	-8	-1.0	-11	2
C#CCOCCOCCOCCNc1nc(N2CCN(C(=O)[C@H](CCCCN)n3cc([C@@H](N)C(C)CC)nn3)CC2)nc(N2CCN(C(=O)[C@H](CCCCN)n3cc([C@@H](N)CC(C)C)nn3)CC2)n1 (stereo not given in full)	u	-6.5	0	28*	0	-4	1	5.6	13	-7
O=S(OCCN1CCOCC1)C(c1ccccc1)c1ccccc1 (stereo not given)	7	-0.1	5	-5	-6	-2	0	-3.0	-13	x
CC(C)CN=CC1=C(O)c2ccccc2C1=O	-3	-1.1	5	-7	-1	26	x	-0.4	8	x
O=C(CCCSc1ccccc1)Nc1nc(-c2ccco2)c(-c2ccco2)s1	-3	-0.9	0	-9	-15	-1	1	-1.0	-2	x
Cc1c(NC(=O)CN2C(=O)NC(C)(c3ccc(Cl)cc3)C2=O)c(=O)n(-c2ccccc2)n1C (stereo not given)	-8	-2.6	1	-9	1	0	-3	-0.3	3	-4
CCOc1cccc2cc(C(=O)Nc3ccccc3-c3ccccc3)c(=O)oc12	-6	-2.0	1	-4	-8	x	23	1.9	-8	0
O=C(COc1ccccc1Cl)NCCc1ccc2c(c1)OCCO2	-14	-1.8	1	-5	7	-2	29	1.1	-3	4
CCCCNC(=S)NC(C)(C)CO	0	-1.2	0	-3	-6	0	-8	-0.4	-4	0
CCCCn1nnnc1SCC(=O)Nc1ccc(N(C)C)cc1	-5	0.2	-2	-12	3	-4	x	1.7	-4	2
CC1(C(=O)O)CCC(C(=O)Nc2ccc(S(N)(=O)=O)cc2)C1(C)C (stereo not given)	-1	-1.1	-1	-1	7	0	5	0.4	0	x
Cc1cccc(N2CCN(C(=O)CC(NC(=O)c3ccccc3)c3ccccc3)CC2C)c1 (stereo not given)	12	-0.6	2	-16	-3	x	-58	-1.5	0	-5
Cc1ccc(C(=O)NCCN2CCOCC2)cc1Cl	-6	0.2	2	1	0	x	8	0.3	1	-2
COc1ccc(C(=O)Nc2ccccc2C(=O)Nc2ccc(C(=O)O)cc2)cc1	4	-1.8	-1	-9	3	-1	x	-0.4	-5	x
Cc1cc(NS(=O)(=O)c2ccc(NC(=O)C(C)Oc3ccc(C(C)C)cc3)cc2)no1 (stereo not given)	1	-2.9	-2	-7	-6	-1	-5	-1.3	-11	-2
N#Cc1ccccc1Sc1ccccc1C(=O)OCC(=O)NC1CCCCC1	6	-0.4	3	u	1	-2	3	-2.0	-4	-1
COc1ccc(C(=S)N2CCOCC2)cc1OS(=O)(=O)c1ccc(Br)cc1	3	-1.6	3	-2	-2	-3	1	-0.2	6	-7
COc1ccc2cc(C#N)c(SCC(=O)Nc3nonc3C)nc2c1	3	-0.5	0	-2	0	23	20	-0.6	0	x
CC(=O)C1=C(O)C(=O)OC1c1ccc(Cl)cc1 (stereo not given)	2	-0.8	0	-4	9	1	x	-0.4	-2	x

Pulled one by one from above, two records:
SMILES	Rtt109 Vps75	CAL PDZ FP-1	V-ATPase pH	dFosB activator	cardiac RTF act	Wnt bcat act	MITF TRPM1 HTS	CDK5 p35 inh	Tat transport	CAL PDZ FP-2
CC1(C(=O)O)CCC(C(=O)Nc2ccc(S(N)(=O)=O)cc2)C1(C)C (stereo not given)	-1	-1.1	-1	-1	7	0	5	0.4	0	x
O=S(OCCN1CCOCC1)C(c1ccccc1)c1ccccc1 (stereo not given)	7	-0.1	5	-5	-6	-2	0	-3.0	-13	x

Continued:
SMILES	Rtt109 Vps75	CAL PDZ FP-1	V-ATPase pH	dFosB activator	cardiac RTF act	Wnt bcat act	MITF TRPM1 HTS	CDK5 p35 inh	Tat transport	CAL PDZ FP-2
O=C(OCC#CCSc1nnc(-c2cccc3ccccc23)o1)c1cccs1	-14	-0.1	0	-5	-1	3	x	-0.9	21	-1
Cc1ccc(C)c(Nc2nc3ccccc3n3cnnc23)c1	x	0.6	0	0	-3	3	-1	0.0	-8	8
O=C(NCCc1ccccc1)c1ccccc1Cl	-3	x	-5	-4	-5	26	-8	-1.9	7	-2
CCN(CC)S(=O)(=O)c1ccc(-c2nnc(SCC(=O)N3CCOCC3)o2)cc1	-7	-1.8	-2	-2	1	0	-3	3.3	-5	-2
CC(C)(C)OC(=O)N1CSC[C@H]1C(=O)NC[C@H](CC(=O)O)c1ccc(Cl)cc1	1	-0.8	0	-3	0	-1	-8	1.6	-8	-1
COc1ccc2c(c1)c(CCN1C(=O)c3ccccc3C1=O)cn2C(=O)c1ccco1	-4	-2.2	6	-4	-3	-10	5	-0.8	1	-3
CCOc1ccc(OCCOCCOc2ccccc2Cl)cc1	-3	0.1	1	-1	1	x	-4	-3.5	13	1
COc1cccc(NC(=O)CCN2C(=O)c3ccccc3S2(=O)=O)c1	8	0.3	-3	1	0	-3	-2	-1.4	1	-4
Cc1ccccc1NC(=O)c1ccc(F)c(S(=O)(=O)N2CCN(c3ccccn3)CC2)c1	2	0.2	-3	19*	-3	-3	-11	-0.5	-2	3
COc1ccc(-c2cn3cc(C)ccc3n2)cc1Br	9	-31	1	3	-2	18	11	0.2	-1	-5
C/C(=N\OCC(=O)OC(C)C(=O)Nc1ccc(C)c(S(=O)(=O)N2CCOCC2)c1)c1ccc2c(c1)OCO2 (stereo not given)	-3	-1.1	-1	-12	0	1	8	1.2	6	10
CC(=O)c1ccc(N=C2SCCCN2C(=O)C2CCCC2)cc1	8	-1.3	-1	3	1	-2	5	-1.6	8	-3
O=c1[nH]ncc(N/N=C\c2cccnc2)c1Cl	2	-0.6	-2	-11	-3	1	-5	0.2	-17	-6
COc1cc(NC(=O)CSc2cc(C)c3cc(C)cc(C)c3n2)c(C(=O)O)cc1OC	-10	11	2	-2	1	-1	1	-0.7	-4	-8
CCn1c(C)nc2cc(-c3nc4n(n3)Cc3ccccc3-4)ccc21	0	-2.9	0	-16	0	-11	-97	13	0	6
COc1ccc(OC(C)C(=O)Nc2cccc([N+](=O)[O-])c2)cc1 (stereo not given)	6	-1.6	-4	1	-1	-4	3	-0.1	1	-1
CO/N=C(\Cn1ncc(N2CCCC2)c(Br)c1=O)c1ccc(Cl)cc1	5	-0.6	2	-13	0	-4	1	-0.7	2	-4
COc1ccc(CNCCc2ccccc2)cc1OCC(N)=O	2	-2.0	-3	0	4	x	21	0.8	-8	x
O=C(CCCCC(=O)Sc1ccccc1)Sc1ccccc1	-5	-1.9	2	1	-4	-1	1	0.9	-9	x
Cc1cc(NC(=O)CN2CCCCC2)no1	-7	0.2	-2	5	0	-1	-5	2.1	-12	0
Fc1ccc2[nH]c3c(NCc4ccccc4)ncnc3c2c1	9	-2.6	-4	6	-1	-7	-4	8.4	-2	1
CC(C)Nc1nnc(SCC(=O)NCc2ccc3c(c2)OCO3)s1	-1	-0.3	1	-3	4	0	-6	0.5	1	-2
Cc1cc(C(=O)NCc2cc(F)cc3c2OCOC3)nn1C	-16	0.7	-2	-3	3	2	-8	-0.6	5	-5
Cc1cccn2c(=O)nc(SCC(=O)NCc3ccccc3Cl)nc12	-1	-0.8	1	-10	-2	-1	4	-1.7	0	-2
CCCc1ccc(-c2ccc(F)c(N)c2)nc1	-4	-2.9	-1	-5	3	x	-33	-2.1	14	-2
CCCCOC(=O)NC1(C)CCS(=O)(=O)C1 (stereo not given)	4	-1.1	-1	-3	-5	-2	0	-3.3	-7	-3
COc1cc2c(cc1OC)-c1cc(Nc3ccc(F)cc3)nc(=O)n1CC2	-5	-6.0	0	37*	-2	1	21	-1.1	-5	-1
Cc1cc(N2CCCC2=O)cc(C)c1CN1C(=O)c2ccccc2C1=O	6	-0.4	4	-8	-4	x	-12	-2.2	-2	-3
Cc1cc(C)c(C)c(S(=O)(=O)N2CCN(C)CC2)c1C	-7	-2.1	1	-5	3	-1	-9	-0.4	-6	-6
CCC1=C(OC(=O)N(CC)CC)N2C(=O)OC(=NCCc3c[nH]c4ccccc34)[C@]2(C)[C@H]2C1=CC[C@H]1C(=O)N(CC(=O)OC)C(=O)[C@H]12	0	-0.1	-3	-6	-2	-7	-4	-0.5	3	1
O=C(c1cccc(Cl)c1)N1CCCC(C(=O)N2CCN(c3ccccc3)CC2)C1 (stereo not given)	0	-1.1	-2	-11	-4	0	-3	1.1	0	-4
CCc1ccccc1NC(=O)CSc1nnc([C@H](CCSC)NC(=O)OC(C)(C)C)o1	12	0.6	5	-6	9	x	1	-0.7	-8	-9
CCOc1ccccc1C(=O)NCC(=O)N(C)Cc1ccccc1C	3	0.2	7	-8	0	0	4	1.4	6	-3
Cc1nc(-c2ccc(C(=O)N3CCCC3)cc2)cs1	6	0.6	0	2	-2	10	50	15	1	-1
O=C1Nc2cc(Cl)ccc2Nc2cscc21	4	-0.6	-2	-8	4	2	-2	1.9	-2	-2
O=C(NCc1cccnc1)c1ccc(COc2cccc3ccccc23)o1	0	-3.1	0	-6	-3	9	-13	-0.7	11	-4
CCOC(=O)c1oc2cc(OCC(N)=O)ccc2c(=O)c1-c1ccc(OC)c(OC)c1	6	x	0	-2	-7	-1	14	0.1	3	4
CN1C(=O)CSc2ccc(NC(=O)N3CCc4ccccc43)cc21	9	0.2	0	-8	7	29	70	1.0	-1	-2
Cc1ccc(-n2ncc(C(=O)N3CCc4ccccc4C3)c2NC(=O)c2ccco2)cc1C	0	-2.7	-1	-13	11	0	-1	-2.6	-1	x
CCOc1ccc(-c2cc(C(=O)NCC3CCCO3)c3ccccc3n2)cc1 (stereo not given)	-5	-1.3	1	-16	-5	23	24	1.4	5	12
N#Cc1nc(-c2ccco2)oc1N1CCCC1	3	-0.4	-2	2	2	-1	-5	1.8	4	-3
COc1ccc2nc(Nc3nc(CSc4nnnn4-c4ccccc4)cc(=O)[nH]3)nc(C)c2c1	1	-4.2	-1	3	-7	x	x	0.3	-7	3
